Screening data as filed in PubChem BioAssay.
Pf growth 48h: inhibits P. falciparum growth in the first generation, 48 h; Potency, µM (doses to about 28.7 µM), for inactives: top-dose activity change, negative = inhibition, hits mostly inhibitors; 5.9% of 310,000 active; P. falciparum luciferase growth in erythrocytes, 48 h; AID 504832; also: potency is read from the fitted curve at half-maximal effect; % is scaled to controls: 0 for no effect and ±100 for the full control effect
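Cell-based growth assay: transgenic P. falciparum expressing firefly luciferase, cultured in red cells within RPMI 1640 containing 0.5% w/v Albumax, 24 mM bicarbonate and gentamycin. A drop in luciferase activity indicates inhibition.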
Pf growth 96h: P. falciparum growth inhibition at 96 hours | Potency, µM (titrated, usually from 28.7 µM), for the others: at the highest dose activity change, negative = inhibition, actives largely listed as inhibitors | 6.9% of 320,000 active | P. falciparum luciferase reporter growth, 96 h; also: potency is read from the fitted curve at half-maximal effect; % is scaled to controls: 0 for no effect and ±100 for the full control effect
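96 h incubation, 37 C, 5% CO2, of luciferase-reporter P. falciparum-infected RBCs (2% hematocrit, 0.05% parasitemia final) with test compounds; endpoint luminescence.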
LmPK inh: inhibitors of Leishmania mexicana pyruvate kinase. 0.37% of 290,000 active. Potency, µM (series often up to 57.5 µM), for the others: at the highest dose activity change, negative = inhibition, actives largely listed as inhibitors. purified LmPK, Kinase-Glo ATP luminescence, 1 h. Q27686. AID 1721; also: potency is read from the fitted curve at half-maximal effect; % is scaled to controls: 0 for no effect and ±100 for the full control effect
Target sequence (Q27686 whole entry, looked up): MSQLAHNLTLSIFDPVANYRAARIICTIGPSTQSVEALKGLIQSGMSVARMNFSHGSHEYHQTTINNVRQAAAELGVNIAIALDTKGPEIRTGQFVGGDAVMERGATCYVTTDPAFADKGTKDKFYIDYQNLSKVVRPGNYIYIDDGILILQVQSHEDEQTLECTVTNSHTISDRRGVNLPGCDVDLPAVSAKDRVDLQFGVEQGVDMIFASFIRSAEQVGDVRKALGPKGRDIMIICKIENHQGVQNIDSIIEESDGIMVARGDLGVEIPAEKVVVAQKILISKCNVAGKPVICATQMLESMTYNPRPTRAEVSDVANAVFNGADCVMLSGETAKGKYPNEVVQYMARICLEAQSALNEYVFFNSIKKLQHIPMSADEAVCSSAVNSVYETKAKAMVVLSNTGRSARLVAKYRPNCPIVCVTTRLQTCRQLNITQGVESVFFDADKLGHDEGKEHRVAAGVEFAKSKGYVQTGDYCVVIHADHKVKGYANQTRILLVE
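Kinase-Glo luminescence read after 1 h RT reaction of 0.1 nM LmPK with 0.5 mM PEP and 0.1 mM ADP. Activity scaled between uninhibited and enzyme-free controls.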
TbPYK inhibitor: inhibitors of Trypanosoma brucei pyruvate kinase; Potency, µM (titrated, usually from 76.8 µM), inactives show at the top dose activity, negative = inhibition, most hits filed as inhibitors; TbPYK enzyme, Kinase-Glo Plus ATP luminescence, 45 min; Q57TT1; 0.12% of 410,000 active; AID 624173; also: potency is read from the fitted curve at half-maximal effect; % is scaled to controls: 0 for no effect and ±100 for the full control effect; nearly all actives have a fitted effect of over 50% in size
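Glycolytic pyruvate kinase of T. brucei was incubated with substrate, test compound and 130 uM ADP for 45 minutes at room temperature. Luminescent Kinase-Glo Plus signal was measured after 10 minutes.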
HCV inh: blocks hepatitis C virus. 3.4% of 340,000 active. Huh7.5.1 HCVcc-Cre infection, luciferase reporter, 44 h. Potency, µM (doses to about 41.8 µM), inactives show at the top dose activity change, negative = inhibition, hits mostly inhibitors; also: potency is read from the fitted curve at half-maximal effect; % is scaled to controls: 0 for no effect and ±100 for the full control effect
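HCVcc-Cre virus at an moi near 0.5 was added right after compound to cells cultured 4 h from seeding (1,000 cells/well). Luciferase activity was determined 44 h later, 15 min after substrate addition at RT.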
Shiga inhibitor: inhibitors of Shiga toxin in Vero cells; Vero cells, Shiga toxin protein synthesis inhibition reporter; inhibition, % at 38.7 µM; 9.2% of 290,000 active; in the data active = inhibition mostly above about 28%, no sharp cut-off; inactive = mostly below about 43%; also: 0% is about no effect
Cycloheximide cs: affects cycloheximide protein synthesis inhibition readout, counter-screen; AID 2314; cell reporter, cycloheximide protein synthesis inhibition counterscreen; 12% of 300,000 active; max response, %; in the data active = max response mostly above about 13%, no sharp cut-off; inactive = mostly below about 14%; also: read at 38.3 µM for the half of the compounds with a filed dose; 0% is about no effect
Active calls of the source: *; ? = inconclusive; / = no result given; [ ] = another dose, or the depositor's remark. Unless noted, calls follow the shape of the dose curve; as a rule, active = well fitted curve in the direction sought with a large enough effect; inconclusive = small, poorly fitted or top-dose-only effect, or another doubt; inactive = no such curve, though single readings can be large; an effect the other way counts as inactive or inconclusive.

SMILES	Pf growth 48h	Pf growth 96h	LmPK inh	TbPYK inhibitor	HCV inh	Shiga inhibitor	Cycloheximide cs
CC(=O)Nc1ccc(S(=O)(=O)Nc2cccc(-c3nc4ccccc4o3)c2)cc1	/	14%	10%	/	13µM*	28	-2
Cc1cc2nc(-c3ccc[nH]c3=O)[nH]c2cc1C	-13%	146%[activator]	11µM*	?	0%	-15	-5
CCOC(=O)c1c(NC(=O)CSc2nc3ccccc3o2)sc(C)c1C	22%	23%	1%	-2%	?	9	9
CC(=O)c1cccc(NC(=O)/C(=C\c2cccnc2)NC(=O)c2ccc(C)cc2)c1	-2%	?	-3%	-5%	3%	-10	-6
CC1CCCCN1S(=O)(=O)c1ccc2c(c1)CCN2C(=O)C1CC1 (configuration not stated)	0%	?	2%	1%	6%	-5	-2
CCC(C)C(=O)Nc1nc(C)c(-c2csc(Nc3cc(Cl)ccc3OC)n2)s1 (configuration not stated)	10µM*	15µM*	-1%	-5%	?	-17	-3
COc1ccccc1/C=C/C(=O)OCC(=O)NNC(=O)c1ccccc1	2%	34%[activator]	-2%	7%	5%	15	-2
CCOc1cccc2sc(N(CCN(C)C)C(=O)c3ccc4c(c3)OCCO4)nc12	-19%	?	3%	-2%	/	-18	-1
O=C(O)c1ccccc1C(=O)Nc1c(-c2ccccc2)nc2ccccn12	9%	19%	-3%	-2%	16%	18	27*
CCOC(=O)c1oc2ccccc2c1NC(=O)C(C)(C)C	7%	49%[activator]	-10%	1%	?	-6	-1
CC(=O)Nc1nnc(SCC(=O)NCc2ccc3c(c2)OCO3)s1	9%	4%	-3%	-1%	23%	14	-6
O=C(Cc1ccccc1F)N1CCN(S(=O)(=O)c2ccc(Cl)cc2)CC1	?	?	/	-2%	12%	/	/
Cn1cnnc1SCc1cccc(Br)c1	68%[activator]	-5%	1%	0%	10%	19	-2
O=C(CNS(=O)(=O)c1ccccc1)N1CCc2ccccc2C1	42%[activator]	7%	6%	-4%	10%	/	35*
Cc1ccc(S(=O)(=O)N2CCN(C(=O)C3COc4ccccc4O3)CC2)cc1C (configuration not stated)	?	/	7%	-21%	/	7	-6
Cn1c(=O)c2c(nc(Sc3ncnn3CC(=O)NC(C)(C)C)n2C)n(C)c1=O	-8%	27%	0%	-4%	-8%	-4	1
Cc1cc(C)c2nc(Cl)c(CN(Cc3ccco3)C(=O)Nc3ccccc3C)cc2c1	12µM*	?	3%	-17%	?	14	10
CC(C)CN(Cc1c(O)ccc2c3c(c(=O)oc12)CCC3)CC(C)C	?	?	0%	-3%	7%	-11	1
O=C(c1ccc(Br)o1)N1CCN(Cc2ccc3c(c2)OCO3)CC1	0%	?	0%	0%	-5%	21	-2
Cc1ccc(-c2csc3nc(CN(C)Cc4ccccc4)[nH]c(=O)c23)cc1	12µM*	4.1µM*	2%	-15%	-6%	11	15

In the list so far, these contain two or more sulfur atoms.
SMILES	Pf growth 48h	Pf growth 96h	LmPK inh	TbPYK inhibitor	HCV inh	Shiga inhibitor	Cycloheximide cs
CCOC(=O)c1c(NC(=O)CSc2nc3ccccc3o2)sc(C)c1C	22%	23%	1%	-2%	?	9	9
CCC(C)C(=O)Nc1nc(C)c(-c2csc(Nc3cc(Cl)ccc3OC)n2)s1 (configuration not stated)	10µM*	15µM*	-1%	-5%	?	-17	-3
CC(=O)Nc1nnc(SCC(=O)NCc2ccc3c(c2)OCO3)s1	9%	4%	-3%	-1%	23%	14	-6

Next entries:
SMILES	Pf growth 48h	Pf growth 96h	LmPK inh	TbPYK inhibitor	HCV inh	Shiga inhibitor	Cycloheximide cs
O=C(OCCNc1ncc(C(F)(F)F)cc1Cl)c1ccc(S(=O)(=O)N2CCOCC2)cc1	-11%	3%	-2%	-3%	8%	5	-2
CN(C(=O)c1ccc2c(c1)C(=O)N(CCC1=CCCCC1)C2=O)C1CCCCC1	/	10µM*	-18%	1%	4%	43	12
O=C(O)Cn1cnc2c(=S)nc[nH]c21	16%	9%	1%	?	-1%	-1	-1
CC(=O)Nc1cccc(OCCCOc2ccc([N+](=O)[O-])cc2)c1	33%[activator]	0%	-2%	8%	?	36	8
CCCc1cc(=O)oc2cc(C)cc(OCC(=O)Nc3ccccn3)c12	0.93µM*	0.66µM*	-3%	-2%	?	11	20*
CCc1cc(C(=O)c2ccc(OC)cc2)c(NC(=O)CN2CCCC2)s1	?	?	-3%	-1%	-27%	-5	4
O=C(Nc1ccc(C(=O)O)cc1)/C(=C\c1ccccc1)NC(=O)c1ccco1	-2%	22%	0%	-3%	16%	-12	-6
CCn1c(SCc2ccc(Cl)cc2)nc2nc3c(cc2c1=O)CCCC3	?	?	0%	1%	-21%	13	0
CCOc1ccccc1NC(=O)CN(c1cc(C)cc(C)c1)S(=O)(=O)c1c(C)noc1C	/	?	5%	-5%	2%	10	1
Cc1ccc(S(=O)(=O)N/N=C\c2ccc([N+](=O)[O-])o2)cc1C	-8%	4.1µM*	-9%	-11%	8%	-16	-7
Cc1nc(NCc2ccc(S(N)(=O)=O)cc2)c2c(C)c(C)sc2n1	?	12%	-4%	7%	-30%	-3	-1
CC(=O)OC[C@H]1O[C@@H](n2ccc(=O)[nH]c2=S)C(OC(C)=O)C1OC(C)=O (some centres not stated)	38%[activator]	-16%	-2%	-3%	-6%	-18	2
C[C@H](N)[C@@H](O)c1ccccc1	1%[12.8 µM]	6%[12.8 µM]	/	-1%[33.2 µM]	/	/	/
OC(CNCc1ccccc1)c1ccccc1 (configuration not stated)	9.3µM*	?	8%	-3%	-19%	1	1
CC(=O)Oc1ccc2c(c1)cc(C)n2C	3%	4%	2%	-1%	17%	5	-1
COc1ccc(CC2(CO)CCN(S(=O)(=O)N(C)C)CC2)cc1	25%	5.9µM*	0%	2%	-3%	19	-2
Cc1cccnc1CC(C)NC(=O)c1cc(COc2cncc(Cl)c2)on1 (configuration not stated)	?	?	1%	2%	?	48*	33*
COc1ccccc1N(C(=O)c1snc(C(N)=O)c1N)C(C(=O)NCc1ccccc1)c1ccc(C)o1 (configuration not stated)	?	36%[activator]	7%	1%	-20%	-4	-4
CCCC(=O)NC(=S)Nc1cccc(NC(=O)c2ccccc2Cl)c1	-11%	-10%	-2%	-6%	-26%	-2	-2
COc1cc(OC)cc(C(=O)NCC(=O)OCC(=O)NC(C)(C)C)c1	7%	43%[activator]	0%	-7%	16%	-1	6
COc1ccccc1NS(=O)(=O)c1cccc(NC(=O)c2sc3ccccc3c2Cl)c1	12µM*	-20%	5%	5%	?	21	11
COc1ccccc1N1C(=O)C2C(c3ccccc3F)NN(C(=O)c3ccc(C)cc3)C2C1=O (configuration not stated)	18%	?	-2%	-9%	0%[8.37 µM]	22	14
O=C(Nc1ccc(C(=O)N2CCOCC2)cc1)c1cc(-c2cccnc2)nc2ccc(Cl)cc12	?	-5%	0%	6%	7.9µM*	1	-4
CCCn1c(SCC(=O)N2c3ccccc3Sc3ccccc32)nc2ccccc21	13µM*	3.7µM*	-3%	3%	?	-10	-2
Cc1cc(C)cc(NC(=O)CCN2CCCC2)c1	16%	?	4%	-3%	?	-11	-5
O=[N+]([O-])c1cccc(-c2cn3ccccc3n2)c1	-13%	18%	2%	2%	-11%	30	-3
CC1=C(C(=O)OC(C)C)C(c2ccccc2)NC(=O)N1C (configuration not stated)	-4%	9.3µM*	3%	3%	5%	-23	-2
O=C(NCc1ccco1)Nc1ccccc1Cl	53%[activator]	/	0%	-1%	-6%	74*	18*
COc1ccc(NC(C)=O)c2nc(C)c(C)nc12	22%	92%[activator]	-3%	-12%	4%	-10	-4
COc1cc(OC)cc(C(=O)NC2CCSc3ccccc32)c1 (configuration not stated)	-23%	?	2%	-19%	0%	12	-2
O=C(CSC1=NS(=O)(=O)c2cc(F)ccc2N1)Nc1cccc(F)c1	-27%	3%	/	-2%	10%	/	/
COc1ccc(N2C(=O)CSC(c3ccccc3)C2=O)cc1 (configuration not stated)	14%	1%	2%	5%	17%	3	-1
COc1ccc(CCC(=O)NNC(=O)c2ccc(F)cc2)cc1	5%	19%	0%	5%	11%	-3	-7
CCCc1nnc(SCC(=O)NC2CCCC2)n1CCOC	-2%	1%	2%	7%	-1%	22	-5
Cc1ccc(Cc2c(C)nc3nc(SCC(=O)NCCCN4CCCCC4)nn3c2C)cc1	1%	0%	8%	0%	?	-4	-3
Cc1cc2cc3c(cc2nc1SCC(=O)N1CCCC1)OCCO3	-7%	?	1%	-3%	-27%	-3	-4
N#CCCN(Cc1ccccc1)C(=S)Nc1ccccc1	11%	-3%	0%	-2%	12%	-14	-6
COC(=O)c1ccc(C(=O)NC(=S)Nc2ccc3nc(SC)sc3c2)cc1	24%	55%[activator]	-3%	-9%	12%	11	11*
COc1ccc(N(CC(=O)NCCc2ccc(Cl)cc2)S(=O)(=O)c2c(C)[nH]c(=O)[nH]c2=O)cc1	-23%	?	3%	3%	19%	21	9
N#CCN1C(=O)C(=O)N(Cc2cccc(Cl)c2)C1=O	33%[activator]	43%[activator]	0%	3%	11%	8	10
COc1ccc(S(=O)(=O)NCC(c2cccnc2)N2CCN(C)CC2)cc1C (configuration not stated)	-3%	12%	1%	-3%	1%	21	-1
COc1ccc(CCN(C)CC(O)COC(c2ccc(F)cc2)c2ccc(F)cc2)cc1OC (configuration not stated)	13µM*	10µM*	0%	1%	?	-10	-3
O=C(NCCc1ccccc1)c1ccc2c(c1)N(Cc1ccccc1)CCS2	-14%	23%	6%	0%	?	60*	39*
COc1ccc(-c2cnnn2-c2ccc(N)cc2)cc1OC	6%	?	2%	-1%	6%	28	8
CC(=O)Nc1ccc2c(c1)OCCOCCOc1cc(NC(C)=O)ccc1OCCO2	?	?	0%	-3%	-23%	-6	-2
CC(C(=O)Nc1cccnc1)N1C(=O)c2ccccc2C1=O (configuration not stated)	4%	22%	5%	-20%	22%	16	-2
COc1ccc(OC)c(C2C3=C(CC(C)(C)CC3=O)Nc3nnnn32)c1 (configuration not stated)	?	?	2%	-9%	20%	-13	-8
CCOc1ccc(C=Nc2cccc3ncccc23)cc1	-4%	1%	0%	0%	0%	16	7
Cc1nc(C)c(-c2ccc(SCc3ccc(Cl)cc3)nn2)s1	12%	1%	1%	1%	?	9	2
COc1cccc(CN(C)C(=O)CSCC(=O)Nc2cc(C)on2)c1OC	?	-16%	/	0%	-10%	/	/
O=C(CCSCCC(=O)Nc1ccccc1F)Nc1ccccc1F	12%	10%	0%	4%	1%	12	-4
Cc1cc(O)c(C(=O)Cc2csc(C)n2)c(O)c1	?	?	1%	1%	11%	83*	39*

Single records (already shown). Values in the order: Pf growth 48h	Pf growth 96h	LmPK inh	TbPYK inhibitor	HCV inh	Shiga inhibitor	Cycloheximide cs
`COc1cc(OC)cc(C(=O)NC2CCSc3ccccc32)c1` (configuration not stated) is listed with -23%	?	2%	-19%	0%	12	-2
`COc1ccc(-c2cnnn2-c2ccc(N)cc2)cc1OC` is listed with 6%	?	2%	-1%	6%	28	8
`N#CCN1C(=O)C(=O)N(Cc2cccc(Cl)c2)C1=O` is listed with 33%[activator]	43%[activator]	0%	3%	11%	8	10
`O=C(c1ccc(Br)o1)N1CCN(Cc2ccc3c(c2)OCO3)CC1` is listed with 0%	?	0%	0%	-5%	21	-2
`O=C(CSC1=NS(=O)(=O)c2cc(F)ccc2N1)Nc1cccc(F)c1` is listed with -27%	3%	/	-2%	10%	/	/
